Tat export inh: inhibitors of E. coli Tat protein transport. E. coli MC4100 TorA-mCherry Tat export, fluorescence. inhibition, % at 10 µM. 0.036% of 340,000 active;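 active means mean replicate inhibition at least 50% and at least half of replicates individually reaching 50%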;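 further: exported cargo escapes ClpAP degradation while cytoplasmic cargo is degraded and loses fluorescence; 0% = median of neutral control wells and 100% = median of NaSCN control wells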
AddAB inh: less growth of phage-infected E. coli with AddAB | E. coli expressing H. pylori AddAB, absorbance growth | inhibition, % at 11.9 µM | 0.29% of 330,000 active | AID 435030; in the data active means inhibition above about 12%;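 further: 0% = vehicle wells of infected cells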
Ecoli viability: bacterial growth inhibition, counter-screen for AddAB inhibitors. AID 449728. E. coli V3065 growth, OD600 absorbance, 18 h. inhibition, % at 11.9 µM. 0.27% of 330,000 active;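 active means inhibition above the campaign's mean inhibition across all tested compounds plus 3 SD, cut at about 9.9% in these data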;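 further: uninfected addAB+ strain grown without phage in ampicillin broth; 0% = DMSO wells and 100% = ciprofloxacin 0.95 µg/ml wells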
PKA-R1A act: PKA-R1A complex activation; P00514+P68181; PKA-R1A dissociation, Cy5-IP20 fluorescence polarization; scaled: DMSO 0%, 113 µM cGMP 100%; activation, % at 11.4 µM; 0.083% of 340,000 active; AID 504707;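 active means percent activation above the mean of all tested compounds plus 3 SD, cut at about 19% in these data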;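 further: higher means more PKAc released from R1A so a rise in polarization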
HTR5A inv ag: counter-screen for OPRM1-OPRD1 inverse agonists: human HTR5A inverse agonism; 0.083% of 340,000 active; AID 504634; P47898; HTR5A cell line, luminescence; inhibition, % at 9.3 µM; in the data active means inhibition mostly above about 23%, no sharp cut-off; inactive means mostly below about 18%;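 further: 0% = cells with DMSO and 100% = no-cell wells with DMSO; some compounds called inactive have numbers as strong as hits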
CDK5 inh: CDK5/p35 (human) kinase inhibition; Q00535+Q15078; Recombinant CDK5/p35, ADP-Glo luminescence, 60 min; inhibition, % at 10 µM; 0.01% of 330,000 active; AID 488839;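 active means highest replicate inhibition of at least 50% and at least 75% of replicates reaching 50%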;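 further: plate controls were DMSO neutral control for no effect and GW8510 at 10 µM for full effect; many of its hits are not listed in these tables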
PKA-R2B act: PKA-R2B complex activation. P22694+P31323. PKA-R2B holoenzyme dissociation, Cy5-IP20 fluorescence polarization; R2B truncated from residue 108, S112A mutant; 0% DMSO only, 100% 113 µM cGMP. activation, % at 11.4 µM. 0.079% of 340,000 active. AID 504700;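 active means activation above a cutoff set at the mean over all compounds plus 3 SD, cut at about 18% in these data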;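 further: higher means more holoenzyme dissociation and a rise in polarization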
Target sequence (P31323 whole entry, looked up, other chains not shown, the tested form may be a part): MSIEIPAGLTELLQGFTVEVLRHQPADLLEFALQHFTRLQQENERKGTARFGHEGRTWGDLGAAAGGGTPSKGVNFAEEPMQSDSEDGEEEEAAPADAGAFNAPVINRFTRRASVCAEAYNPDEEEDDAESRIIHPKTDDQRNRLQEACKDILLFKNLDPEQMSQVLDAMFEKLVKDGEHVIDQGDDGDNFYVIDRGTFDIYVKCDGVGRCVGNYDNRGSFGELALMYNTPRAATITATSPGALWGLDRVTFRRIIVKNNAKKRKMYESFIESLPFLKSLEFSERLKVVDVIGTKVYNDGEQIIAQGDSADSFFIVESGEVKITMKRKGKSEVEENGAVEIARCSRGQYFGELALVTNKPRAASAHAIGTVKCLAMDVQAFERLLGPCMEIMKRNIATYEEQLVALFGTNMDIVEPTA
HTR5A ag ctr: HTR5A agonism, opioid heterodimer counter-screen. P47898. HTR5A agonist assay, luminescence, cell-based. activation, % at 9.3 µM. 0.61% of 340,000 active. AID 504692; in the data active means activation mostly above about 9.5%, no sharp cut-off; inactive means mostly below about 7.6%;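 further: 0% = cells with vehicle only and 100% = reference agonist; strong numbers were not always called active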
DAGLB inh: diacylglycerol lipase beta (human) inhibition | Q8NCG7 | HEK293T DAGLB membrane lysate, EnzChek fluorogenic substrate | inhibition, % at 5.17 µM | 0.059% of 340,000 active; in the data active means inhibition above about 34%;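 further: 0% = enzyme with vehicle and 100% = wells lacking enzyme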
Target sequence (Q8NCG7 whole entry, looked up): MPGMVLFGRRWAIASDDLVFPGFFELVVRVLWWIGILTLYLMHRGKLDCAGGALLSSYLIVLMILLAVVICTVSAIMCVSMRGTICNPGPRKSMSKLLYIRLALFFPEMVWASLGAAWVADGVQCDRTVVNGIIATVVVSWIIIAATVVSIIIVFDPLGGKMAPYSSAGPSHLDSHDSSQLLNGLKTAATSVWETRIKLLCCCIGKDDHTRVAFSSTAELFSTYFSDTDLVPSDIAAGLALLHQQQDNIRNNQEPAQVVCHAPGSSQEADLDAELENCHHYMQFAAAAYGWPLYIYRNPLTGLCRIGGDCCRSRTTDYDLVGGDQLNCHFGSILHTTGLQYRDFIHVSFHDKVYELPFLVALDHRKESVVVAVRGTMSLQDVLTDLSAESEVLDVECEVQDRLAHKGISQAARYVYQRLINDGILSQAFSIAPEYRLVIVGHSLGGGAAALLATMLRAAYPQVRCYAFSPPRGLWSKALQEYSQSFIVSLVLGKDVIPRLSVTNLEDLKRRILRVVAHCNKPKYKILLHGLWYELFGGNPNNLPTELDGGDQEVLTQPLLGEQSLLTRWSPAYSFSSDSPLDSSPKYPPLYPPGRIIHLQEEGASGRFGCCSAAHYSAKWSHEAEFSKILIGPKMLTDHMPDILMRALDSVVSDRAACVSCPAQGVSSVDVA
Mot1-301 SUMO: inhibitors of SUMOylation pathway: yeast Mot1-301 growth rescue; S. cerevisiae Mot1-301 growth rescue, ATP luminescence, 38.5C; percent above DMSO median, 100 means doubled; growth rescue, % at 18.8 µM; 1% of 320,000 active; AID 2716;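 active means every valid replicate shows activation above 250% relative to neutral control wells; inactive means the rest, any valid replicate at or below 250%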;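 further: OY570 slx delta 5 strain wells were the positive control but not used for scaling; some compounds called inactive have numbers as strong as hits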
phage Ecoli inh: E. coli growth loss with phage present. 0.26% of 360,000 active. inhibition, % at 11.9 µM. growth absorbance. AID 651602; in the data active means inhibition above about 11%
The depositor's hits bear a star; . = no result given.

| mol | Tat export inh | AddAB inh | Ecoli viability | PKA-R1A act | HTR5A inv ag | CDK5 inh | PKA-R2B act | HTR5A ag ctr | DAGLB inh | Mot1-301 SUMO | phage Ecoli inh |
| --- | --- | --- | --- | --- | --- | --- | --- | --- | --- | --- | --- |
| COC(=O)c1ccccc1NC(=O)NC1CCC(C)CC1 (stereo not given) | 2.3 | 2.8 | -1.2 | -7.3 | 8.1 | -0.4 | -9.0 | -3.3 | -2.0 | 2.1 | 3.2 |
| CC1(C)CCCC2=C1CC1C(=O)N(N)C(=O)C1C2 (stereo not given) | -1.3 | 0.3 | 2.3 | -4.8 | -22.5 | 0.6 | -1.9 | 4.8 | -0.2 | -15.4 | 0.4 |
| Cc1cccc(N(C)C(=O)CN2C(=O)COc3ccc(S(=O)(=O)N4CCCCCC4)cc32)c1 | 0.1 | 0.8 | 0.8 | -5.0 | 1.2 | 0.3 | -3.6 | -0.3 | -1.3 | 45.2 | -0.1 |
| CCN(Cc1ccccc1)S(=O)(=O)c1cc(C(=O)NCCCN(C)C)ccc1OC | 9.2 | -0.3 | -0.8 | -7.4 | 7.5 | -2.9 | -1.1 | -2.7 | 1.7 | 7.4 | 0.8 |
| COc1c(C)cc(Br)cc1C(=O)NCc1cccnc1 | 1.6 | -0.7 | 0.1 | -5.4 | -18.3 | 1.7 | 1.8 | -1.0 | 3.5 | 3.9 | 3.8 |
| CCN1CCN(S(=O)(=O)c2ccc(Cl)c(C(=O)NC3CCC(C)CC3)c2)CC1 (stereo not given) | -9.0 | 0.0 | -0.5 | -17.8 | 0.6 | 0.6 | -4.7 | -0.2 | 0.6 | 10.0 | 3.0 |
| COCCNC(=O)C(c1ccco1)N(C(=O)Cn1nnc2ccccc21)c1ccc(C)cc1C (stereo not given) | -0.1 | -1.2 | -0.1 | 3.6 | 11.1 | 0.4 | -5.2 | -3.1 | 0.0 | . | 2.8 |
| O=C(CCOc1ccccc1)Nc1ccccc1 | 3.9 | 1.4 | -1.3 | -3.7 | -38.0 | 0.1 | -5.1 | 14.8 | -4.1 | 6.7 | 2.3 |
| Cn1c(=O)c2[nH]c(N3CCN(c4ccccc4)CC3)nc2n(C)c1=O | 4.0 | 2.1 | 1.0 | -5.7 | 19.1 | -4.2 | -8.7 | 0.9 | -3.5 | 163.8 | 2.1 |
| COc1ccc(-c2c(C#Cc3ccsc3)c3cc(-c4ccc(OC)nc4)ccc3n2C)cc1 | 1.0 | 0.9 | 0.2 | 5.0 | -13.0 | 1.1 | -7.0 | -2.1 | -2.5 | -2.0 | 2.5 |
| COc1ccc(/C=C2\SC(N)=NC2=O)cc1Cl | 6.4 | -1.9 | -1.4 | -11.3 | -2.8 | -2.7 | 4.0 | 0.7 | -3.8 | -2.2 | 1.1 |
| O=S(=O)(Nc1cc(S(=O)(=O)N2CCCC2)ccc1O)c1ccc(Cl)s1 | 4.4 | . | . | 1.7 | 2.8 | -0.4 | 2.1 | 3.2 | 13.9 | . | 4.0 |
| CC1CCCCN1C(=O)COC(=O)CNC(=O)c1sc2ccccc2c1Cl (stereo not given) | -4.9 | 1.7 | 0.6 | -15.7 | 3.5 | 0.0 | -23.6 | -1.3 | -0.6 | 19.6 | -0.2 |
| CC(NCC(O)COCCC12CC3CC(CC(C3)C1)C2)c1ccccc1 (stereo not given) | 5.3 | 3.5 | 1.6 | -4.0 | -13.2 | 1.3 | -8.2 | 4.9 | -0.4 | -5.9 | 6.0 |
| CC1CCCN(C(=O)CSc2nnc(-c3ccco3)n2C)C1 (stereo not given) | -3.4 | 1.2 | 3.3 | 3.2 | 6.7 | -0.8 | -2.7 | 4.8 | -2.8 | -25.6 | 0.1 |
| CC(=O)N(CCC(Cc1ccccc1)c1ccco1)Cc1ccco1 (stereo not given) | 4.7 | -2.0 | -0.8 | 7.0 | -32.2 | -4.7 | 4.6 | 1.3 | 0.1 | 201.9 | 1.5 |
| CC1CCC(NC(=O)C2(C)CCC(=O)N2Cc2cccnc2)CC1 (stereo not given) | 8.0 | -0.7 | 0.1 | -5.7 | -18.1 | -0.6 | -15.4 | 6.5 | -2.7 | -7.3 | -0.4 |
| O=C(Nc1ccc(Cl)cc1F)C1CCN(S(=O)(=O)c2cccc3nonc23)CC1 | -3.1 | 3.3 | -1.6 | 7.8 | -29.0 | 0.4 | 0.0 | 9.9 | -2.8 | 197.6 | 1.7 |
| C=CCn1c(SCC(=O)Nc2cc(C)cc(C)c2)nnc1-c1cnccn1 | 2.4 | 2.0 | 0.2 | -10.2 | 7.3 | -0.5 | -8.0 | -2.2 | -6.7 | -24.2 | 1.1 |
| CCOC(=O)c1c(-c2ccc(F)cc2)csc1NC(=O)CCN1CCOCC1 | 5.1 | 1.7 | -1.4 | 4.9 | -28.8 | 0.4 | -10.2 | -0.5 | -1.3 | 195.5 | 1.8 |
| COc1ccc(Br)cc1/C=C1\Oc2ccccc2NC1=O | -0.7 | -3.1 | -2.5 | 1.2 | -10.5 | 0.4 | 0.2 | 3.0 | -2.0 | -0.2 | 2.1 |
| O=C(CSc1ccsc1[N+](=O)[O-])N1CCCCCC1 | -2.6 | 5.1 | 3.1 | 1.0 | 15.8 | -1.8 | -3.5 | -3.5 | -1.6 | -3.5 | 4.6 |
| COc1cccc(C2(O)CCN(C(=O)Cc3cccnc3)CC2)c1 | -1.5 | 1.4 | 0.5 | 0.7 | -9.8 | 0.8 | -15.0 | -1.7 | -0.2 | -12.1 | 3.4 |
| Cc1ccc(NCC(=O)Nc2ccc(Br)cc2)cc1C | 5.4 | 0.5 | -0.4 | 4.5 | 5.9 | 0.0 | -6.6 | 4.4 | -2.1 | 2.2 | 4.8 |
| COc1ccc(C(CNS(=O)(=O)c2ccc(F)cc2)N2CCN(C)CC2)cc1 (stereo not given) | -7.5 | 3.2 | -0.8 | 1.9 | -43.3 | -0.1 | 1.0 | 15.8 | 4.2 | 1.6 | 1.9 |
| Nc1nnc(C2CCCC2)s1 | -3.9 | 0.8 | 1.9 | -6.0 | 3.6 | -0.2 | 1.2 | -0.4 | 1.0 | 329.9 | 1.0 |
| CC(C)CNS(=O)(=O)c1cc2c3c(c1)CC(=O)N3CCC2 | -10.5 | 1.2 | 2.5 | -3.6 | 2.2 | 0.1 | -9.4 | -0.6 | 3.5 | 18.9 | -1.8 |
| O=C(COC(=O)c1cccc(C(F)(F)F)c1)NCc1ccccc1 | -7.3 | 3.3 | -1.5 | -4.2 | 11.4 | -0.7 | -11.7 | 2.6 | -3.1 | 1.1 | 0.8 |
| O=C1CC(c2cccc(F)c2)SC(N(c2ccccc2)c2ccccc2)=N1 (stereo not given) | -6.4 | -1.0 | -1.0 | -4.7 | -23.1 | -0.7 | -6.7 | 0.8 | -1.1 | -19.7 | . |
| COc1ccc(NC(=O)CSc2ccc(-c3cccnc3)nn2)cc1 | 0.5 | 4.6 | -0.3 | 5.0 | -1.0 | 0.3 | -3.6 | 1.3 | -2.5 | 78.8 | 3.7 |

Further results:
| mol | Tat export inh | AddAB inh | Ecoli viability | PKA-R1A act | HTR5A inv ag | CDK5 inh | PKA-R2B act | HTR5A ag ctr | DAGLB inh | Mot1-301 SUMO | phage Ecoli inh |
| --- | --- | --- | --- | --- | --- | --- | --- | --- | --- | --- | --- |
| CC(C)NC(=O)c1ccc(C(C)C)cc1 | -2.5 | -0.6 | 2.2 | 2.6 | -27.6 | 0.3 | -7.0 | 7.0 | 1.4 | 18.2 | 2.5 |
| O=C(CN1CCN(C(=O)c2ccco2)CC1)Nc1ccc2c(c1)OCCO2 | 0.5 | 0.2 | 0.6 | -0.1 | -9.8 | -0.6 | -8.5 | -2.3 | 1.7 | -15.2 | 2.7 |
| CC(Nc1ccccc1)c1ccncc1 (stereo not given) | -4.5 | -0.8 | -1.2 | 7.0 | 5.7 | 0.4 | -11.3 | -2.0 | 2.1 | -0.1 | 2.3 |
| CCOC(=O)c1cnc(SCC(=O)Nc2ccc(NC(=O)CC)c(OC)c2)nc1N | -5.6 | -0.3 | 1.7 | -5.6 | -11.9 | -0.5 | -7.2 | 3.9 | -0.7 | 0.9 | 2.8 |
| Cc1cc(=O)oc(C)c1C(=O)Nc1cccc2nonc12 | 2.3 | 1.7 | 0.0 | -11.3 | -29.7 | -1.2 | -6.6 | 12.2 | 0.1 | 323.7* | -2.0 |
| CC(=O)c1cccc(N2C(=O)C3C4CCC(C4=C(C)C)C3C2=O)c1 (stereo not given) | -9.1 | 0.5 | -1.6 | -2.1 | 10.6 | -0.3 | -2.1 | -4.0 | -3.4 | -9.2 | 2.2 |
| CC1CC(=O)Nc2ccccc2N1C(=O)CSc1ncnc2sccc12 (stereo not given) | 3.1 | -0.9 | 0.5 | 6.3 | 3.0 | -0.1 | -3.0 | -1.2 | -0.4 | -3.4 | -0.8 |
| CCn1c(NCc2ccco2)nc2ccccc21 | -1.5 | -1.1 | -1.5 | 6.7 | 0.9 | -0.7 | 1.8 | -0.3 | 0.1 | -4.9 | 3.1 |
| Cc1cccc(OCCCCc2c(C)n[nH]c2C)c1C | 8.4 | -1.9 | -1.7 | 10.4 | 4.4 | 0.4 | -13.3 | -0.7 | -3.4 | -7.9 | -1.0 |
| CN(CC(=O)Nc1cccc(C(F)(F)F)c1)Cc1ccccc1 | -6.1 | 1.2 | -1.3 | -16.2 | -9.2 | 0.5 | -6.7 | 3.2 | -8.7 | -9.3 | 0.7 |
| CSc1ncc(F)c(N(CCO)CCO)n1 | -6.5 | 2.1 | 1.1 | -2.1 | 29.4 | -0.5 | -11.5 | 2.6 | 1.3 | 13.7 | 2.7 |
| Cc1cccc(NCc2ccc(Br)cc2)n1 | -15.0 | 2.7 | 0.3 | 3.1 | 6.4 | 0.9 | -9.8 | -1.7 | -5.0 | -2.0 | 3.7 |
| COc1ccc(Nc2ncccc2C(=O)Nc2ccccc2)cc1 | -0.2 | 2.2 | 0.1 | -6.1 | 0.7 | -1.4 | -14.2 | -2.7 | 1.6 | 110.3 | 2.5 |
| Cc1noc(C)c1COC(=O)c1ccccc1Oc1ccccc1 | 13.0 | 1.7 | -1.3 | -5.5 | -8.3 | 0.6 | 1.0 | -2.2 | -10.1 | 87.9 | 2.4 |
| CC1CCCCN1C(=O)N[C@@H](Cc1ccccc1)C(=O)O (stereo not given in full) | 11.2 | 1.6 | 0.2 | -7.0 | -11.6 | -2.5 | -0.7 | 3.6 | -0.6 | 24.0 | 4.2 |
| O=C(CCS(=O)(=O)c1ccccc1)Nc1ccccc1-c1nc2ccccc2s1 | 1.8 | 4.3 | -0.8 | -5.5 | 1.9 | 0.6 | -12.2 | -0.7 | -1.5 | 0.2 | 0.1 |
| CC(=O)Nc1ccc(C(=O)NCC2CCCCC2)cc1 | -6.8 | -2.5 | -2.5 | -1.6 | 6.8 | 0.8 | -13.3 | -1.9 | -3.1 | 65.1 | 0.1 |
| Cc1nn(C)c(C)c1/C=C/C(=O)c1ccc(Cl)cc1Cl | 22.7 | -1.4 | -0.8 | -10.9 | 3.8 | -1.3 | -2.5 | -4.1 | -3.0 | . | 1.5 |
| O=C(N/N=C/c1ccccn1)c1cc(C2CC2)nc2ccccc12 | -4.1 | 3.6 | -1.6 | -1.8 | -13.1 | -0.3 | -6.0 | -4.1 | 0.5 | 12.3 | . |
| O=C(CCCSCCCC(=O)NN=Cc1ccccc1)NN=Cc1ccccc1 | 4.2 | . | . | -0.5 | -1.2 | -0.6 | -4.7 | 0.3 | 3.2 | . | 1.4 |
